APE1 inh: inhibitors of human APE1 endonuclease; P27695; recombinant APE1, TAMRA/BHQ-2 abasic DNA cleavage fluorescence; Potency, µM (top dose mostly 65.8 µM), without a hit: at the top dose activity change, negative = inhibition, usual class: inhibitors; 350,000 tested, 0.35% active; AID 2517;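 note: potency is the fitted concentration of half-maximal effect; plate controls were vehicle for no effect and reference inhibitor for full effect; nearly all actives have a fitted effect of over 55% in size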
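Endonuclease cleavage of a quenched abasic-site DNA duplex (50 nM) by APE1 (0.75 nM) was tracked by TAMRA dequenching. Compounds were preincubated with enzyme 15 min at room temperature; data normalized to buffer-only and DMSO wells plus NSC13755 control.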
BLM inh: inhibitors of human Bloom syndrome helicase BLM; P54132; recombinant BLM DNA unwinding, fluorescence dequenching; Potency, µM (series often up to 56.1 µM), for the others: at the top dose activity change, negative = inhibition, hits mostly inhibitors; 350,000 tested, 0.2% active; AID 2528;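 note: potency is the fitted concentration of half-maximal effect; plate controls were vehicle for no effect and no enzyme for full effect; nearly all actives have a fitted effect of over 35% in size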
Pol beta inh: inhibitors of human DNA polymerase beta. Pol beta primer extension/strand displacement, fluorescence kinetic. Potency, µM (titrated, usually from 114 µM), without a hit: top-dose activity change, negative = inhibition, actives largely listed as inhibitors. 340,000 tested, 1.3% active; note: potency is the fitted concentration of half-maximal effect; % is set by controls: 0 for no effect and ±100 for the full control effect
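Human Pol beta at 10 nM; strand-displacement substrate 50 nM final. Compound exposure 15 min at room temperature before start, reaction 10 min at room temperature.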
Anesthetic bind: binds horse apoferritin like a general anesthetic; apoferritin/1-aminoanthracene competitive binding, fluorescence; 350,000 tested, 0.074% active; P02791; Potency, µM (top dose mostly 77.5 µM), for inactives: at the highest dose activity change, negative = displacement, hits mostly inhibitors; note: potency is the fitted concentration of half-maximal effect; % is set by controls: 0 for no effect and ±100 for the full control effect; nearly all actives have a fitted effect of over 20% in size
Target sequence (P02791 2-175 limits assumed): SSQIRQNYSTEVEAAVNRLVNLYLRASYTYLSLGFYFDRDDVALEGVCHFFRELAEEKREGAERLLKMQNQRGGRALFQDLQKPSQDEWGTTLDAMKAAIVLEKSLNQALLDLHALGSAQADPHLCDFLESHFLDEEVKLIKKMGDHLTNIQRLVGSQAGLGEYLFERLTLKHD
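Horse-spleen apoferritin (10 uM) in 50% saturated 1-aminoanthracene in PBS was incubated 10 min at room temperature with compound. Fluorescence (ex 380, em 535 nm) was normalized to free and bound 1-AMA, with concentration-response fitted by a four-parameter Hill equation.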
Pol eta inh: blocks human DNA polymerase eta activity. 390,000 tested, 1.2% active. AID 588591. Potency, µM (highest dose often 114 µM), without a hit: at the highest dose activity change, negative = inhibition, actives largely listed as inhibitors. recombinant Pol eta, fluorescent DNA replication assay; note: potency is the fitted concentration of half-maximal effect; % is set by controls: 0 for no effect and ±100 for the full control effect
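Pol eta at 10 nM preincubated with compounds 15 min at room temperature; reaction started with fluorescent substrate (50 nM final) and read kinetically at 0 and 10 min.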
Tb PGK inh: inhibitors of T. brucei phosphoglycerate kinase. PGK/GAPDH coupled, Kinase-Glo luminescence, 60 min. Potency, µM (doses to about 57.5 µM), without a hit: at the top dose activity change, negative = inhibition, actives largely listed as inhibitors. 380,000 tested, 0.043% active. AID 602233; note: potency is the fitted concentration of half-maximal effect; % is set by controls: 0 for no effect and ±100 for the full control effect; nearly all actives have a fitted effect of over 60% in size
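Recombinant glycosomal PGK reaction used 1,3-bisphosphoglycerate generated in-well by GAPDH (100nM final) in 100mM TEA pH 7.6, 5mM MgCl2, 0.01% Tween-20. After 60 minutes at room temperature, ATP was read by Kinase-Glo Plus luminescence end-point.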
RXFP1 antagonist: RXFP1 (human) relaxin receptor antagonism; Q9HBX9; activity change, negative = inhibition, % at 57.5 µM; 350,000 tested, 0.59% active; AID 1259400; HEK293-RXFP1, relaxin-stimulated cAMP HTRF, 30 min; stronger effect = lower value;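 active = activity change of -60% or lower, but not beyond a set lower limit; inconclusive = change between -60% and -40%, or beyond the set limit; inactive = change above -40%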; note: % is set by controls: 0 for no effect and ±100 for the full control effect
Pol kappa inh: inhibitors of human DNA polymerase kappa | AID 588579 | Potency, µM (highest dose often 107 µM), inactives show at the highest dose activity, negative = inhibition, hits mostly inhibitors | Q9UBT6 | purified Pol kappa, fluorescent DNA synthesis assay, 10 min | 400,000 tested, 0.53% active; note: potency is the fitted concentration of half-maximal effect; % is set by controls: 0 for no effect and ±100 for the full control effect
Target sequence (Q9UBT6 whole entry, looked up): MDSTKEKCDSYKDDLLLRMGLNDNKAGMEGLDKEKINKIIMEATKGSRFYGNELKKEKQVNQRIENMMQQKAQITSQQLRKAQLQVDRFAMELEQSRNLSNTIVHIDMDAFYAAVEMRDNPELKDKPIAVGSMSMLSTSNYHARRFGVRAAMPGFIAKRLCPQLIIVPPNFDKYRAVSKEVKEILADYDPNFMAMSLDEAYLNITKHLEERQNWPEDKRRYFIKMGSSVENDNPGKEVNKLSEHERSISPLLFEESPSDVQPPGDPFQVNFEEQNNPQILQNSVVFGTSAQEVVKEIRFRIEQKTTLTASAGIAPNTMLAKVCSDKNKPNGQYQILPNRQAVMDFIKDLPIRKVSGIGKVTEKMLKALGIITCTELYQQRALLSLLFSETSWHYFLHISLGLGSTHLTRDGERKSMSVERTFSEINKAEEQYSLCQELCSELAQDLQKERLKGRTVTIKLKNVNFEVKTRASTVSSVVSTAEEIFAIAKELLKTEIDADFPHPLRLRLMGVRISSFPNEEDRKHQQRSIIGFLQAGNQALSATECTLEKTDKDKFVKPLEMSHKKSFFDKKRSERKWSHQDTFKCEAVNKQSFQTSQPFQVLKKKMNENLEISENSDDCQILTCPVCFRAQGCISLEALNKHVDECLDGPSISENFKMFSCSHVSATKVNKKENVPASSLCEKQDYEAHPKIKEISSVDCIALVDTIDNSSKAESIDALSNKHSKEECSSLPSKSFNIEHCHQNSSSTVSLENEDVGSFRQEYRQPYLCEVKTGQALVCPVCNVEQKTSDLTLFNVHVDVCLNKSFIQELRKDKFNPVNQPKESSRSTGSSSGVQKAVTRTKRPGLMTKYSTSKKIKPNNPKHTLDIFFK
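10 nM Pol kappa was preincubated with compounds for 15 min at room temperature. Reaction started with 50 nM (final) substrate. Fluorescence read kinetically at 0 and 10 min.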
POLI inh: inhibitors of human DNA polymerase iota. AID 588590. Potency, µM (titrated, usually from 115 µM), without a hit: top-dose activity, negative = inhibition, actives largely listed as inhibitors. Q9UNA4. 390,000 tested, 1% active. Pol iota fluorescent replication assay, 10 min; note: potency is the fitted concentration of half-maximal effect
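Fluorescent replication assay read twice, at 0 min and 10 min after adding 50 nM (final) substrate. Enzyme (10 nM) and compounds were first incubated 15 min at room temperature; enzyme-free buffer wells were negative controls.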
An asterisk follows results filed as active; i = inactive; ? = inconclusive; nt = no result given; & = joins results of further samples; [ ] = dose if it differs, or a comment. Unless noted, calls come from the whole dose curve; as a rule, active = well fitted curve in the direction sought with a large enough effect; inconclusive = small, poorly fitted or top-dose-only effect, or another doubt; inactive = no such curve, though single readings can be large; an effect the other way counts as inactive or inconclusive. An excerpt; count on the stated rates, not on these rows.

SMILES | APE1 inh | BLM inh | Pol beta inh | Anesthetic bind | Pol eta inh | Tb PGK inh | RXFP1 antagonist | Pol kappa inh | POLI inh
CC(C(=O)Nc1ccccc1C(=O)N1CCCC1)n1nnc2ccccc21 (stereo not given) | -2% | 1% | 5% | -8% | -10% | i | 6 | -6% | -4%
Cc1ccc(N2C(=O)N(CC(=O)N(C)Cc3ccccc3)C(=O)C2C)cc1 (stereo not given) | -1% | 0% | 1% | -16% | -6% | -7% | 27 | -2% | 4%[58.9 µM]
Cc1csc(NC(=O)CSc2nc(=O)n(CCN(C)C)c3c2CCCC3)n1 | 22% | nt | nt | nt | -23% | -3% | -1 | -5% | 31%[activator]
COc1cccc(CNC(=O)C(C)n2ccc3cc(S(=O)(=O)N4CCCCCC4)ccc32)c1 (stereo not given) | 11% | -6%&-6% | -28%&-2% | 90%&99%[activator] | -22%&-18% | -15%&-3% | 10&-6 | 0%&-13% | 25%&-7%
COc1ccccc1NC(=O)CCn1c(=O)oc2cc(Cl)ccc21 | nt | -1% | -1% | -8% | -24% | -9% | -18 | -7%[60.1 µM] | -5%
COCCNC(=O)/C(C#N)=C1\N=C(NC(=O)c2cccs2)c2ccccc21 | 38% | -1% | -6% | -1% | -12% | -4% | 7 | -2% | 30%
O=C(O)c1ccc(OCCN2CCCC2=O)cc1 | -4% | 0% | 4% | -2% | -3% | -5% | -9 | 6% | 100%[activator]
Cn1cc(S(=O)(=O)N2CCCCCC2)cc1C(=O)N1CCN(c2ccccc2F)CC1 | nt | -1% | ? | 1% | -22% | -7% | nt | -2%[60.1 µM] | 28%
O=C(NCCc1ccc(F)cc1)C(=O)NCC(c1cccs1)S(=O)(=O)c1ccc(F)cc1 (stereo not given) | nt | -5% | -12% | -13% | -17% | -2% | nt | -13%[60.1 µM] | 14%
C=CCn1c(SCC(=O)CC(=O)OCC)nc2cc(C(=O)N3CCC(C(N)=O)CC3)ccc2c1=O | 9% | -3% | 3% | -3% | -21% | i | -13 | -3% | 96%[activator]
CCOc1cc(CNc2ccc(C(=O)O)cc2)ccc1OCc1ccccc1 | nt | 0% | 30%[activator] | 5% | -3% | 2% | nt | -16% | -11%
COc1cccc(Cn2c(Oc3ccccc3)nc3c2c(=O)n(C)c(=O)n3C)c1 | -9% | -12% | -17% | -8% | -15% | -1% | 8 | -23% | 15%
c1cc(CNCCN2CCNCC2)ccn1 | nt | nt | nt | nt | -2% | 4% | -8 | -11% | -8%
CN(CCc1ccccc1)C(=O)c1cccc(NC(=O)Cc2cccc(NC(=O)C3CCN(C(=O)C4CCCC4)CC3)c2)c1 | nt | nt | nt | nt | -8% | i | nt | 10% | -3%
Cn1c(SCc2nc3ccccc3c(=O)[nH]2)nnc1-c1ccco1 | -4% | -4% | 0% | -4% | 3% | i | 3 | 0% | ?

Ordered by value in POLI inh (highest first): some entries from above.
canonical_smiles,POLI inh
O=C(NCCc1ccc(F)cc1)C(=O)NCC(c1cccs1)S(=O)(=O)c1ccc(F)cc1 (stereo not given),14%
CC(C(=O)Nc1ccccc1C(=O)N1CCCC1)n1nnc2ccccc21 (stereo not given),-4%
c1cc(CNCCN2CCNCC2)ccn1,-8%

(continued)
SMILES | APE1 inh | BLM inh | Pol beta inh | Anesthetic bind | Pol eta inh | Tb PGK inh | RXFP1 antagonist | Pol kappa inh | POLI inh
CN(c1ccccc1)S(=O)(=O)c1cccc(NC(=O)CSc2nccc(=O)[nH]2)c1 | 3% | nt | nt | nt | -11% | -10% | -18 | -7% | -1%
O=C(NNC(=O)c1ccc2ccccc2c1)c1ccc(Cl)cc1 | nt | nt | nt | nt | -11% | -7% | -15 | -17% | ?
CC1CCCCN1C(=O)CSc1nnc2ccccn12 (stereo not given) | 2% | nt | nt | nt | -17% | -9% | 5 | -14% | 7%
COc1ccc(S(=O)(=O)NCC(c2ccc(N(C)C)cc2)N2CCCC2)cc1F (stereo not given) | nt | 0% | 3% | 28% | -13% | 6% | -6 | -1%[60.1 µM] | 5%
CCN(CC)c1ccc(/C=C2/C(=O)N(c3ccc([N+](=O)[O-])cc3)N=C2N2CCOCC2)cc1 | -2% | 1% | 14% | -12% | nt | nt | nt | nt | nt
CCCOc1ccc(N2C(=O)CC(N(O)c3ccccc3)C2=O)cc1 (stereo not given) | 2% | -1% | -1% | -13% | 12% | 2% | -7 | -3% | 24%
FC(F)(F)c1cccc(Cc2noc(CN3CCCC(OCc4ccccn4)C3)n2)c1 (stereo not given) | 4% | -5% | -2% | -12% | -19% | -4% | -28 | 0% | 129%[activator]
CCOc1ccc(NC(=O)COn2nnc3ccc(S(=O)(=O)N4CCOCC4)cc32)cc1 | 1% | -13% | 5% | -2% | -2% | 8% | 7 | -10% | 92%[activator]
C#CCOCCOCCOCCNc1nc(N2CCN(C(=O)C(Cc3cc4ccccc4[nH]3)n3cc(C(N)Cc4ccc(O)cc4)nn3)CC2)nc(N2CCN(C(=O)C(Cc3cc4ccccc4[nH]3)n3cc(C(N)Cc4ccc(O)cc4)nn3)CC2)n1 (stereo not given) | 0% | ? | 2% | 39%[activator] | -15% | -8% | nt | -7% | -8%
COc1ccc(-n2ccnc(SCC(=O)NC3CCCC3)c2=O)cc1OC | 7% | nt | nt | nt | -10% | -3% | -24 | -5% | 1%
CCCCOc1ccc(-c2nonc2NC(=O)c2ccco2)cc1 | nt | -7% | 10% | -12% | -21% | 7% | -11 | -11%[60.1 µM] | -7%
CCCn1c(=O)[nH]c2ccccc21 | 11% | -6% | 37% | -13% | -20% | -9% | 0 | 0% | 20%
Cc1c(O)cc2c(c1O)C(=O)CC(c1ccc(O)cc1)O2 (stereo not given) | 1.6µM* | -25% | 1.3µM* | ? | 8.9µM* | -26% | 7 | 14µM* | ?
Cc1cc2c(=O)oc(-c3ccc(Br)cc3)nc2s1 | -2% | -1% | 5% | -3% | 6% | 5% | -3 | -7% | 49%[activator]
COc1ccc(CN2CCNC(=O)C2CC(=O)NCC2CCOCC2)c(F)c1 (stereo not given) | 18% | -6% | 7% | -7% | -10% | i | -5 | -3% | 21%

Taken from above.
In Anesthetic bind, CCCCOc1ccc(-c2nonc2NC(=O)c2ccco2)cc1 is listed with -12%
In BLM inh, CCOc1ccc(NC(=O)COn2nnc3ccc(S(=O)(=O)N4CCOCC4)cc32)cc1 is listed with -13%
In RXFP1 antagonist, COc1ccc(CN2CCNC(=O)C2CC(=O)NCC2CCOCC2)c(F)c1 (stereo not given) is listed with -5
In Pol kappa inh, COc1ccc(-n2ccnc(SCC(=O)NC3CCCC3)c2=O)cc1OC is listed with -5%
In APE1 inh, CC1CCCCN1C(=O)CSc1nnc2ccccn12 (stereo not given) is listed with 2%

(listing goes on)
SMILES | APE1 inh | BLM inh | Pol beta inh | Anesthetic bind | Pol eta inh | Tb PGK inh | RXFP1 antagonist | Pol kappa inh | POLI inh
CC1(C(=O)Nc2nc3ccccc3s2)CC1(Br)Br (stereo not given) | -10% | -8% | 4% | -32% | -7% | -4% | -1 | -52% | ?
C=CCNC(=S)N1CCN(c2ncc3c(=O)c(C(=O)O)cn(CC)c3n2)CC1 | -4% | 0% | 10% | -11% | -7% | i | 0 | -1% | ?
COc1cc(-c2cc(C(=O)Nc3ccc(S(N)(=O)=O)cc3)c3ccccc3n2)cc(OC)c1OC | 41% | -6% | ? | -19% | -10% | -9% | -11 | -1% | 21%
CC(C)(C)OC(=O)CC[C@@H](C(=O)N1CCN(C(=O)OC(C)(C)C)CC1)n1cc(C(Cc2ccc(O)cc2)NC(=O)OC(C)(C)C)nn1 (stereo not given in full) | 0% | -4% | 2% | ? | -19% | 2% | nt | 0% | 19%
CCCn1c(SCC(=O)NCc2ccc(C)cc2)n[nH]c1=O | -1% | 1% | 2% | -3% | -4% | 5% | 8 | 0% | 4%
Cc1cc(N2CCCC2)ccc1NC(=O)COc1ccccc1 | -7% | nt | nt | nt | -14% | -6% | -16 | -9% | 24%
O=C(CN(C(=O)c1csnn1)c1ccc(F)c(Cl)c1)NCc1ccc2c(c1)OCO2 | 14% | -1% | -8% | -3% | -14% | -4% | -10 | 1% | 26%
CCCn1cnc2cc(NCc3cccc(OC)c3)ccc21 | 5% | -1% | 3% | -24% | -5% | nt | -12 | 3% | 7%
CCc1cc2c(SC(C)C(=O)NC3CCCC3)ncnc2s1 (stereo not given) | 39% | nt | nt | nt | -3% | 1% | -21 | -8% | 87%[activator]
O=C(O)C(c1ccccc1)C1CCCCC1O (stereo not given) | nt | nt | nt | nt | -6% | -7% | -3 | 8% | 42%[activator]
COc1cccc(-n2nnc3c(=O)n(Cc4ccc(F)cc4)cnc32)c1 | -4% | -2% | 10% | -17% | -13% | 7% | 14 | 9% | 5%
O=C(COC(=O)c1ccc(Cl)nc1)Nc1nnc(-c2ccccc2)o1 | -5% | nt | nt | nt | ? | -2% | 6 | -6% | -14%

One compound at a time, as listed above. Order of values: APE1 inh	BLM inh	Pol beta inh	Anesthetic bind	Pol eta inh	Tb PGK inh	RXFP1 antagonist	Pol kappa inh	POLI inh
`Cc1cc(N2CCCC2)ccc1NC(=O)COc1ccccc1` is listed with -7%	nt	nt	nt	-14%	-6%	-16	-9%	24%
`COc1cc(-c2cc(C(=O)Nc3ccc(S(N)(=O)=O)cc3)c3ccccc3n2)cc(OC)c1OC` is listed with 41%	-6%	?	-19%	-10%	-9%	-11	-1%	21%

Printed as active in Pol eta inh, among the entries above:
canonical_smiles	BLM inh	Pol beta inh	Pol eta inh	Tb PGK inh	RXFP1 antagonist	Pol kappa inh	POLI inh
Cc1c(O)cc2c(c1O)C(=O)CC(c1ccc(O)cc1)O2 (stereo not given)	-25%	1.3µM*	8.9µM*	-26%	7	14µM*	?

Screens deposited in PubChem by National Center for Advancing Translational Sciences (NCATS).
